# Screens as filed in PubChem BioAssay.
# SENP8 block-1: inhibitors of human SENP8 protease; AID 2540; inhibition, % at 10 µM; purified SENP8, Z-RLRGG-aminoluciferin cleavage, luminescence; 330,000 compounds, 1.2% hits; in the data active means inhibition above about 50%
# Target sequence (Q96LD8 whole entry, looked up): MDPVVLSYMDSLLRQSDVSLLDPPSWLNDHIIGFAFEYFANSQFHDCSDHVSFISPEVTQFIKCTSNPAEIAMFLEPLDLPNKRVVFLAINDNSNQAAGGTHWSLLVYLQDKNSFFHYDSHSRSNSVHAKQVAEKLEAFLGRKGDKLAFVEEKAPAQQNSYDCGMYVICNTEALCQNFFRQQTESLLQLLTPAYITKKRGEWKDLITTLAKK
# SENP7 block: blocks the human protease SENP7. Q9BQF6. recombinant SENP7, Z-RLRGG-aminoluciferin luminescence, 40 min. inhibition, % at 5 µM. 330,000 compounds, 1.5% hits. AID 434973;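 active means inhibition above about 50% at the single test dose, limit read from the data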;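 further: plate controls were DMSO with enzyme for no effect and no enzyme buffer wells for full effect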
# SENP8 block-2: inhibitors of human SENP8 protease. recombinant SENP8, Nedd8 substrate fluorescence. 360,000 compounds, 0.64% hits. inhibition, % at 20 µM. AID 602440; in the data active means inhibition mostly above about 40%, no sharp cut-off; inactive means mostly below about 27%
# UBC13 polyUb: human UBC13 polyubiquitination inhibition; 330,000 compounds, 0.47% hits; P61088; inhibition, % at 20 µM; UBC13 polyubiquitin chain formation, TR-FRET; AID 485273; in the data active means inhibition above about 45%, passing the limit was not always enough
# PfGluPho inh: PfG6PD (Plasmodium falciparum) enzyme inhibition; PfGluPho enzyme, NADPH resazurin-diaphorase fluorescence; inhibition, % at 20 µM; 350,000 compounds, 0.78% hits; AID 504690;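 active means inhibition reaching at least a set limit at 20 µM in the primary screen, cut at about 59% in these data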;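 further: 0% = DMSO wells with substrate and 100% = DMSO wells lacking glucose-6-phosphate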
# SENP6 block: blocks the human protease SENP6; 330,000 compounds, 1.8% hits; Recombinant SENP6 catalytic domain, aminoluciferin luminescence; inhibition, % at 10 µM;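 active means inhibition above about 50% at the single tested dose, limit read from the data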;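 further: plate controls were DMSO wells with enzyme for no effect and DMSO wells lacking enzyme for full effect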
# Target sequence (Q9GZR1 628-1112 limits assumed): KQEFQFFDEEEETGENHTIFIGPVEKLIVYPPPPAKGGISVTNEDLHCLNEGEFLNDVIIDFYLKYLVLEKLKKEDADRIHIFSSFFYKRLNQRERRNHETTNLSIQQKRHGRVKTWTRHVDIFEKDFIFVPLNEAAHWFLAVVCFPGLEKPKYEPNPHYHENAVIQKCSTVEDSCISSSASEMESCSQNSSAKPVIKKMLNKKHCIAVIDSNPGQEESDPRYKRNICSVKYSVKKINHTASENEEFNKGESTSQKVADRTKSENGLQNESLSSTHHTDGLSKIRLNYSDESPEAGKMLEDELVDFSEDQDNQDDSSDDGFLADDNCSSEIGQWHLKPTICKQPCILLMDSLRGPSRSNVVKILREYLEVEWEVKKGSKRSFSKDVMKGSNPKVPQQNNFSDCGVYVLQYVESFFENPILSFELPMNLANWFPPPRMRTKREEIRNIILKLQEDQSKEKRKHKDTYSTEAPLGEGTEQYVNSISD
# HKDC1 inhibitor: HKDC1 (human) hexokinase inhibition. Q2TB90. recombinant HKDC1, G6PDH/diaphorase resazurin coupled fluorescence. inhibition, % at 20 µM. 340,000 compounds, 0.16% hits. AID 493160;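 active means inhibition above about 35% when tested at 20 µM, limit read from the data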;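 further: plate controls were DMSO wells with enzyme for no effect and DMSO wells lacking enzyme for full effect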
#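 Material: recombinant HKDC1 hexokinase; Amount: HKDC1 at 5 µg/mL; Medium: Tris pH 8.0 buffer with MgCl2, Tween-20, BSA, BME; Schedule: 90 min reaction incubation at room temperature, dark; Technique: coupled resazurin fluorescence, excitation 525 nm, emission 613 nm.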
# beta cell repl: inducers of beta-cell replication in MIN6 cells | MIN6 cells proliferation, ATPlite luminescence, 48 h; cells starved in 0.2% serum; 100% = growth in 10% serum | proliferation, % at 10 µM | 330,000 compounds, 0.29% hits | AID 2380;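 active means compounds whose signal lies at least 3.5 SD above the mean of all wells on their plate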;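 further: 0% = DMSO-treated cells in low-serum medium and 100% = 10% serum control; some compounds called inactive have numbers as strong as hits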
# SENP1 inh: blocks the human SENP1 SUMO protease catalytic domain | recombinant SENP1 catalytic domain, CyPet-SUMO1-YPet FRET cleavage | inhibition, % at 10 µM | 360,000 compounds, 0.21% hits;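 active means inhibition at least 30% at 10 µM, raw YFP signal under a set limit, fluorescence ratio 0.5 to 1.5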;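 further: 0% = enzyme with DMSO and 100% = no enzyme wells; some results filed as inactive read as strong as hits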
# Target sequence (Q9P0U3 419-644 limits assumed): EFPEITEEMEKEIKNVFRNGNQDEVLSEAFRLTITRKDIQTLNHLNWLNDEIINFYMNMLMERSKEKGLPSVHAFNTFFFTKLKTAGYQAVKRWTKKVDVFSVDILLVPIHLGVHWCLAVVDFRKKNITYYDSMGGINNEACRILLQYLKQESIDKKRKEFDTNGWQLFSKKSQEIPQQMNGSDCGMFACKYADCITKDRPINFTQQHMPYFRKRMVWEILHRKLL
#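 Test system: recombinant human SENP1 catalytic domain, His6-tagged / Medium: pH 8 Tris buffer with EDTA, NaCl, BME, BSA, NP40, catalase / Also added: SUMO1 FRET substrate flanked by Cypet and Ypet, 25 nM / Times: 50 min reaction at room temperature / Signal: FRET, CFP and YFP emission / Control set: no-enzyme low control and enzyme-plus-DMSO high control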
# Active calls of the source: *; i = inactive; / = not tested or not shown; & = joins results of further samples.
SMILES,SENP8 block-1,SENP7 block,SENP8 block-2,UBC13 polyUb,PfGluPho inh,SENP6 block,HKDC1 inhibitor,beta cell repl,SENP1 inh
CN(CCNC(=O)CCNC(=O)Cn1ccc2ccccc2c1=O)Cc1ccccc1,4,-1,-24,12,-1,-10,-6,5,0
Cc1ccc(C)c(N2N=C(C(=O)Nc3ccccc3N3CCCC3)CCC2=O)c1,6,6,9,-7,-2,-6,6,-3,2
O=C(Nc1cccc(F)c1)NC1CCCCC1,-11,-11,16,10,12,12,-6,-4,3
CC(C)(C)OC(=O)N1CCC[C@H]1C(=O)Nc1ccc(Br)cc1,-13,-5,7,-6,0,1,-1,3,3
C[n+]1cccc(/C=N/Nc2nc(Cl)c(C#N)c(Cl)c2Cl)c1,6,7,20,-13,7,7,3,-1,-36
COc1ccc(/C=C/C(=O)N[C@H](C(=O)O)C(C)C)cc1,2,1,4,3,-11,11,-9,3,1
CC(NC(=O)Nc1ccccc1Cl)c1ccc2c(c1)OCO2 (stereo not drawn),-12,10,1,-3,3,-18,4,0,3
Cc1ccc(SCCC(=O)OCC(=O)Nc2ccc(S(N)(=O)=O)cc2)cc1,-6,-1,7,7,6,3,-2,-2,4
Cc1cc(N/N=C/c2ccc(O)cc2O)c2ccccc2n1,-7,4,-215,3,19,-2,3,-1,0
CC(=O)N1CCN(C(=O)c2ccc(Oc3ccccc3)cc2)CC1,4,-4,13,10,2,-5,-3,2,1
Cc1cc(Cl)ccc1OCC(=O)NCCCN1CCOCC1,2,7,16,0,-16,10,1,-1,1
Cc1ccc(NC(=O)COC(=O)Cn2c(C)csc2=O)c([N+](=O)[O-])c1,5,-1,10,-10,-3,-6,-4,-4,3
O=C(Nc1ccccc1F)c1ccc(Br)o1,-3,26,5,-10,-11,9,-6,2,1
CC1CCN(S(=O)(=O)c2cccc(C(=O)Oc3ccc([N+](=O)[O-])cc3)c2)CC1,2,0,25,1,-11,8,-6,-2,3
CCCCN1C(=O)NC(NS(=O)(=O)c2ccc(N)cc2)(C(F)(F)F)C1=O (stereo not drawn),-2,15,9,3,-9,3,3,0,4
Cc1cc2ccccc2n1CCNC(=O)c1cccs1,0,2,-44,3,15,4,3,-4,-51
Cc1nn(Cc2nnc(SCC(=O)Nc3cccc(C(F)(F)F)c3)n2C)c(C)c1[N+](=O)[O-],6,-1,18,14,18,-24,1,1,-1
O=C(O)CSc1nc(C(F)(F)F)cc(=O)n1-c1ccccc1,-7,-4,8,-4,1,-32,-3,-3,-1
CCOC(=O)N1CCN(C(=O)CSCC(=O)Nc2nc(-c3cccs3)cs2)CC1,4,6,15,0,-14,0,-7,-4,0
Cc1c(/C=N/O)sc2ccccc12,-4,14,9,0,17,-8,-4,2,0
Cc1cccc(NC(=O)CC2c3ccccc3Oc3ccccc32)c1,-12,-12,7,-8,-20,-14,-5,-3,1
C=CCc1cccc2cc(C(=O)O)c(=O)oc12,4,6,5,6,-3,2,5,-1,-6
O=C(NCC(c1ccco1)N1CCCC1)c1sc2cc(F)ccc2c1Cl (stereo not drawn),-1,1,8,11,-5,-24,13,-2,-2
NC(=O)NNC1=Nc2cccc3cccc1c23,3,7,-6,-4,-3,5,5,-1,-22
CC(C)Cc1nc(C(N)=O)c2[nH]c(=O)n(-c3ccc(F)cc3)c2n1,2,-2,-423,8,11,9,-2,5,0
COc1ccc(CCNC(=O)CSc2nc3ccccc3o2)cc1OC,6,-4,13,5,-6,7,-7,3,3
COCCn1c(SC(C)C(=O)Nc2ccc(Cl)cn2)nnc1-c1ccncc1 (stereo not drawn),-5,-6,14,-5,4,3,-6,0,1
CCCN(Cc1ccc(N(CC)CC)cc1)CC1CC1,-3,0,11,2,5,-34,-14,1,0
CN1C2CC(OC(=O)C(CO)c3ccccc3)CC1C1OC12 (stereo not drawn),2&16&-14,-13&-2&-4,10&3&19,-2&5&-1,-8&-14&2,-9&9&1,-7&-1&-6,1&0&-4,2&3&2
O=C(N/N=C/c1ccccn1)C12CC3CC(CC(C3)C1)C2,1,2,15,-9,-7,20,-9,-1,4
CC1CCC2(CC1)NC(=O)N(Cc1cccc(C(F)(F)F)c1)C2=O (stereo not drawn),1,4,7,4,-4,-7,3,0,1
COc1ccc(N2CCN(C(=O)c3cc4c(-c5cccc(OC)c5)nn(C)c4s3)CC2)cc1,-11,0,-38,-1,1,-15,0,-2,1
CC(NC(=O)c1ccc(F)cc1)c1ccc(F)cc1 (stereo not drawn),10,2,4,1,0,8,0,-4,2
O=C(NCCC1CCCCN1S(=O)(=O)c1ccccc1)C(=O)Nc1ccccc1F (stereo not drawn),-10,-3,6,-8,1,-20,-2,-3,-1
COc1ccc(CCNC(=O)CSc2nc3[nH]ncc3c(=O)[nH]2)cc1OC,-4,-7,12,3,7,0,-8,3,1
CCOC(=O)C1=C(CN2CCSCC2)NC(=O)NC1c1cccc([N+](=O)[O-])c1 (stereo not drawn),-5,-9,44*,-7,6,-27,7,-1,1
CCC(C)NS(=O)(=O)c1ccc(S(=O)(=O)N2CCCC3(CCCCC3)C2)cc1 (stereo not drawn),-5,0,11,4,12,3,-1,-6,2
CCc1ccccc1NC(=O)CN1CCC(NC(=O)COC)CC1,-7,-6,4,4,6,0,-9,-1,1
CC1CCC(NC(=O)COC(=O)C2=NN(c3ccccc3)C(=O)CC2)CC1 (stereo not drawn),-6,5,5,1,-3,5,2,2,2
CC(NC(=O)C(=O)NN=C1CCCCCC1)c1ccccc1 (stereo not drawn),0,-3,29,0,8,-2,-6,0,2
CCOC(=O)c1c(NC(=O)CSc2nnnn2C)sc(C)c1-c1ccc(C)cc1,5,-2,7,-13,18,3,1,-6,3
COc1ccc(/C=C/C(=O)NCC(=O)N/N=C/c2cccs2)cc1,-6,2,-7,-4,2,8,3,0,0
CC(=O)Nc1ccccc1OCc1nnc(-c2ccccc2Cl)o1,-7,-14,14,-8,-24,15,-3,-5,1
S=C(NCc1ccccc1)NC1CCSc2ccccc21 (stereo not drawn),-2,1,6,3,10,5,1,-7,0
Brc1cccc(Nc2nc(-c3cccnc3)cs2)c1,-20,14,14,-2,60*,13,-1,-3,0
Cc1cccc(-c2nnc(-c3cccc4ccccc34)o2)c1,/,/,i,/,26,/,4,/,-3
Cc1nccn1CC(=O)N/N=C/c1cc(Br)cs1,-2,-5,12,-12,-6,-60,-4,0,3
CCC(C)NC(=O)c1cc(S(=O)(=O)N2CCCCC2)c[nH]1 (stereo not drawn),3,5,17,0,-13,-9,-5,3,0
O=C(CSc1nnc(-c2ccccc2)o1)N1CCc2ccccc2C1,3,-5,20,-2,-14,22,3,1,2
O=C(Nc1nccs1)c1ccc(Cl)s1,5,8,-20,1,10,17,6,-2,2
CCOC(=O)Cc1csc(NC(=O)C(C)c2ccc([N+](=O)[O-])cc2)n1 (stereo not drawn),0,7,11,2,-2,-8,-5,-2,2
CCc1ccc(Nc2nnc(SCC(=O)N(C)C3CCS(=O)(=O)C3)s2)cc1 (stereo not drawn),-4,7,17,-2,3,-17,-4,-6,2
COc1cccc(NCc2cc3c(C(C)(C)C)nn(-c4ccccc4)c3[nH]c2=O)c1,4,7,-3,-4,-8,15,12,-4,-4
Cc1cnc(C(=O)OCC(=O)NC2CCCCCCC2)cn1,0,5,16,-2,-11,-5,-7,-2,3
COc1ccc(NC(=O)c2ccc(N(C)S(C)(=O)=O)cc2)cc1OC,0,0,4,4,-1,11,-13,-2,-1
O=c1c(F)cn(C2CCCO2)c(=O)n1Cc1c(Cl)cccc1Cl (stereo not drawn),-1,5,20,1,-9,-4,-1,2,-2
COC(=O)c1cc(Cl)c(N)cc1OC,-3,0,7,13,-11,-6,-6,0,1
COc1ccc2[nH]c(=O)c(CN(CCO)S(=O)(=O)c3ccc(C)cc3)cc2c1,-4,3,-411,0,-2,-2,1,-2,2
Cc1oc2c(cc(NS(=O)(=O)c3ccc(F)cc3)c3ccccc32)c1C(=O)O,6,2,7,-9,17,8,13,0,0
CNC(=S)N(Cc1cc2cc(C)cc(C)c2[nH]c1=O)C1CCCC1,1,-7,-65,13,24,-5,-1,-3,0

# Sorted by length of the SMILES (low to high): 6 of the compounds above.
SMILES,SENP8 block-1,SENP7 block,SENP8 block-2,UBC13 polyUb,PfGluPho inh,SENP6 block,HKDC1 inhibitor,beta cell repl,SENP1 inh
Cc1c(/C=N/O)sc2ccccc12,-4,14,9,0,17,-8,-4,2,0
O=C(Nc1nccs1)c1ccc(Cl)s1,5,8,-20,1,10,17,6,-2,2
CC(NC(=O)c1ccc(F)cc1)c1ccc(F)cc1 (stereo not drawn),10,2,4,1,0,8,0,-4,2
O=C(O)CSc1nc(C(F)(F)F)cc(=O)n1-c1ccccc1,-7,-4,8,-4,1,-32,-3,-3,-1
Cc1ccc(SCCC(=O)OCC(=O)Nc2ccc(S(N)(=O)=O)cc2)cc1,-6,-1,7,7,6,3,-2,-2,4
O=C(NCCC1CCCCN1S(=O)(=O)c1ccccc1)C(=O)Nc1ccccc1F (stereo not drawn),-10,-3,6,-8,1,-20,-2,-3,-1

# (further entries)
SMILES,SENP8 block-1,SENP7 block,SENP8 block-2,UBC13 polyUb,PfGluPho inh,SENP6 block,HKDC1 inhibitor,beta cell repl,SENP1 inh
COc1cccc(-n2c(SCC(=O)NCC3CCCO3)nc3c([nH]c4ccccc43)c2=O)c1 (stereo not drawn),1,-4,-160,-13,-2,-5,-6,0,2
O=C(Oc1c(-c2ccccc2)oc2ccccc2c1=O)c1ccccc1,1,1,9,4,-4,3,-2,-6,1
O=C(Nc1ccccc1Cl)c1ccccc1Cl,-10,12,15,7,-11,-8,-10,-2,1
Cc1c(CCOC(=O)c2ccc(Cl)cc2Cl)sc[n+]1CC(=O)c1ccc(Br)cc1,8,33,10,67*,0,6,-2,-6,1
Cc1ccc2c(c1)c(=O)c(Br)c(C)n2Cc1ccccc1,1,4,8,-2,13,6,-7,-2,2
COc1ccc2[nH]c3c(=O)n(Cc4ccc(C(=O)N5CCC(C(N)=O)CC5)cc4)c(=S)[nH]c3c2c1,67*,57*,-300,-6,58,69*,3,2,1
Cc1cc(=S)c2cccc(C)c2[nH]1,-6,4,/,-3,15,-13,-7,-3,/
O=S1(=O)CCN2C(c3ccc4c(c3)CCCC4)=CSC2=N1,-17,-7,15,-9,-10,-6,7,-1,0
COCCNS(=O)(=O)c1ccc(-c2ccc(S(=O)(=O)NCCOC)cc2)cc1,-2,-3,28,14,3,-5,-9,-1,3
Cc1[nH]nc2c1C(c1ccc(Cl)cc1)C(C#N)=C(N)O2 (stereo not drawn),3,4,14,-4,-8,-6,6,-2,2
CCOC(=O)c1ccc2c(c1)N(CC(=O)N1CCCC1)C(=O)C(C)(C)O2,3,5,0,5,3,-1,1,0,0
CC(C)(C)OC(=O)N(CCc1ccccc1)Cc1ccccc1OCc1cccc(NC(=O)C2CCCC2)c1,/,/,7,/,0,/,-2,/,-1
